Screens as filed in PubChem.
SK-BR-3 tox 24h: SK-BR-3 proliferation inhibitors, primary screen, cell-based, human, 24 h. SK-BR-3 viability, CellTiter-Glo ATP luminescence; active compounds read low. viability, % at 10 µM. AID 847, 2007. 0.47% of 41,000 active;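 active means viability at or below the median of all test compounds minus 3 SD, in both replicates if run twice, cut at about 45% in these data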;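 further: 100% = median untreated cell wells and 0% = median positive control drug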
* hit, by the source's call.

SMILES	SK-BR-3 tox 24h
Cc1cc(N2CCOCC2)n2nc(C)c(-c3ccccc3)c2n1	89
CCOc1ccc(NC(=O)c2ccccc2OC)cc1	67
Cc1ccc(NC(=O)C2CCN(S(=O)(=O)c3c(C)n[nH]c3C)CC2)nc1	94
Cc1ccc(NCc2nnc(SCC(=O)N3CCCc4ccccc43)o2)c(C)c1	105
O=c1[nH]c2cc3c(cc2cc1CN(CC1CCCO1)S(=O)(=O)c1ccccc1)OCCO3 (stereo not given)	62
CCOC(=O)C1C(=O)NC(N2CCCCC2)=NC1c1ccccc1 (stereo not given)	97
CN1CCN(c2ccc(Cl)cc2NC(=O)C2COc3ccccc3O2)CC1 (stereo not given)	92
COc1cccc(OC)c1NC(=O)C1CCCN1C(=O)NCc1ccccc1 (stereo not given)	88
COc1ccc(-c2oc3ncnc(NCCN4CCOCC4)c3c2-c2ccc(OC)cc2)cc1	80
Cc1ccc(S(=O)(=O)CC2CSc3nc(N)cc(=O)n32)cc1 (stereo not given)	99
CC1CCCN(C(C(=O)Nc2ccc3c(c2)OCCO3)c2ccccc2)C1 (stereo not given)	76
COc1ccc(-c2ccc(-c3nnn(CC(=O)N4CCOCC4)n3)cc2)cc1	93
COc1ccc(Cl)c(NC(=O)NCCN2CCN(c3ccccc3)CC2)c1	80
CCSC(=Nc1ccccc1)C1=C(O)COC1=O	88
COc1ccc(C(=O)CN2C(=O)c3ccccc3C2=O)c(OC)c1C	74
O=C(CN1C(=O)CSC1=O)Nc1ccccc1F	96
CC(C)(C)c1cc(CN2CCN(CCC#N)CC2)cc(C(C)(C)C)c1O	70
CCn1c(SCC(=O)N2CCOCC2)nc2sc3c(c2c1=O)CCCC3	93
CCOc1ccccc1N(CC(=O)NC1CCCCC1)C(=O)CCCC(=O)Nc1ccccn1	105
COc1ccc(-c2nnc(NC(=O)c3ccc(S(=O)(=O)N4CCCc5ccccc54)cc3)o2)cc1	78
O=C(Nc1ccc(NC(=O)C2CC2)nc1)c1cccnc1	92
CCc1nc2ccccc2n1CC(=O)N(C(C)CC)C1CCS(=O)(=O)C1 (stereo not given)	90
CSc1cccc(NC(=O)COc2ccccc2)c1	89
CC1(C)CC2CC(C)(CN2C(=O)C23CCC(C)(C(=O)O2)C3(C)C)C1 (stereo not given)	92
c1ccc2c(NCC3CCCO3)nc(-c3ccncc3)nc2c1 (stereo not given)	101

Pulled by structure from the entries so far, seven records:
SMILES	SK-BR-3 tox 24h
COc1ccc(-c2oc3ncnc(NCCN4CCOCC4)c3c2-c2ccc(OC)cc2)cc1	80
COc1ccc(C(=O)CN2C(=O)c3ccccc3C2=O)c(OC)c1C	74
O=C(CN1C(=O)CSC1=O)Nc1ccccc1F	96
Cc1ccc(NC(=O)C2CCN(S(=O)(=O)c3c(C)n[nH]c3C)CC2)nc1	94
COc1cccc(OC)c1NC(=O)C1CCCN1C(=O)NCc1ccccc1 (stereo not given)	88
CSc1cccc(NC(=O)COc2ccccc2)c1	89
CCOC(=O)C1C(=O)NC(N2CCCCC2)=NC1c1ccccc1 (stereo not given)	97

Remaining list, next part
SMILES	SK-BR-3 tox 24h
CCSc1nnc(NC(=O)C(C(F)(F)F)C(F)(F)F)s1	104
CCCOc1ccc(N2C(=O)CC(N3CCCC(C(=O)N4CCCC4)C3)C2=O)cc1 (stereo not given)	103
CN(C)c1nc(OCCNC(=O)COc2ccc(Cl)cc2Cl)nc(N2CCOCC2)n1	77
Cc1nn(-c2ccccc2)c2c1C1(C(=O)N(C)c3ccccc31)C(C#N)=C(N)O2 (stereo not given)	93
c1ccc2c(N3CCCCC3)nc(N3CCCCC3)nc2c1	71
Cn1c(=O)[nH]c(=O)c2c1nc(Br)n2CCCO	113
Cc1cc(NC(=O)c2ccc3c(c2)OCCO3)no1	90
CCn1c(=O)c(C(=O)NCc2ccc(OC)cc2)c(O)c2ccccc21	83
Cc1ccc(C)c(NC(=O)CSc2nnc(CSc3nc(C)cc(C)n3)n2Cc2ccco2)c1	76
Cc1cc(OCCCCCNCCO)ccc1Cl	78
CCN(CC)CCNC(=O)Cn1cnc2sc(C)c(S(=O)(=O)N3CCOCC3)c2c1=O	92
Cc1sc2nc(CN(C(=O)c3cccs3)C3CCCC3)[nH]c(=O)c2c1C	57
COc1cc2c(cc1OC)C(C)N(C(=O)c1cc3ccccc3o1)CC2 (stereo not given)	62
CCOC(=O)c1cccc(NC(=O)CN(c2ccc(C)cc2)S(=O)(=O)c2c(C)n[nH]c2C)c1	75
CC(=O)C(Sc1nn(C)c(=S)s1)C(=O)Nc1ccccc1 (stereo not given)	115
CC(=O)Nc1coc2ccc(Br)cc12	104
COc1ccccc1-c1noc(CCC(=O)Nc2cccc(C)c2)n1	86
Cc1cc(NC(=O)c2ccco2)ncc1NC(=O)CCc1ccccc1	88
N#Cc1c(-c2ccco2)cc(C2CC2)nc1N	82
COc1ccc(OCCSc2nc3ccccc3n2CC(=O)O)cc1	98
CC(C)c1ccc(NC(=O)c2cccnc2)cc1	84
CC(NC(=O)c1noc2c1CCCC2)c1ccccc1 (stereo not given)	84
CC(C)C(=O)Nc1cccc(NC(=O)c2cc3ccccc3o2)c1	114
CC(=O)Nc1ccccc1OCC(=O)c1ccc2c(c1)OCO2	100
CCc1ccccc1NC(=O)CC1S/C(=N\c2nccs2)N(CC)C1=O (stereo not given)	108
Additional entries
SMILES	SK-BR-3 tox 24h
O=C(CN(Cc1ccc(F)cc1)C(=O)CCC(=O)Nc1ccccn1)NCc1ccco1	76
CCOc1cc(C2C(C(=O)O)c3cc(OCC)c(OCC)cc3C(=O)N2C)ccc1O (stereo not given)	101
Cn1c(=O)c2c(nc(NCC3CCCO3)n2C)n(C)c1=O (stereo not given)	104
O=C(CCC(=O)N(c1cccc(F)c1)C(C(=O)NC1CCCC1)c1ccncc1)Nc1cccnc1 (stereo not given)	90
CCOC(=O)c1c(N)c(C#N)nn1-c1ccccc1C(=O)OC	91
O=C(CCN1C(=O)C2(OCCO2)c2ccccc21)c1ccccc1	62
COc1ccc(C)cc1NC(=O)CSc1nnc(COc2ccccc2)n1Cc1ccco1	69
O=CN1CCN(C(C(=O)NC2CCCC2)c2ccc(Cl)cc2)CC1 (stereo not given)	109
COc1ccc(OCC(O)CON2C(=O)c3ccccc3C2=O)cc1 (stereo not given)	97
CC1=CC(C)(C)N2C(=O)C3(C(C#N)=C(N)OC4=C3C(=O)CCC4)c3c(C)c(C)cc1c32 (stereo not given)	99
N#CCCN(CCC#N)C(=O)c1ccc2c(c1)OCO2	96
Cc1cnc(C(=O)NCCc2ccc(S(=O)(=O)NC(=O)NC3CCCCC3)cc2)cn1	96
COc1cccc(-c2nnc(N(C)C(=O)c3ccno3)s2)c1	83
COc1cccc(C2C(C(=O)c3ccco3)=C(O)C(=O)N2CCCN2CCOCC2)c1OC (stereo not given)	103
O=C(NCCC1=CCCCC1)C1CCCN(S(=O)(=O)c2ccc(F)cc2)C1 (stereo not given)	100
CCN1CCN(c2ncnc3c2sc2nc(N4CCOCC4)c4c(c23)CCC4)CC1	84
CC(C)Oc1ccc(-c2cc(=O)[nH]c(=O)[nH]2)cc1	107
C=CCn1c(COC)nnc1SCC(=O)c1ccc(F)cc1	89
Cc1ccc(C(c2nnnn2CCc2ccccc2)N2CCSCC2)cc1 (stereo not given)	83
COCCN(C(=O)C1CC1)c1nnc(-c2cccc(C)c2)s1	84
O=C(CN1C(=O)COc2ccccc21)N(Cc1cccnc1)Cc1ccccc1F	87
CN(C)Cc1cc(CCNC(=O)c2ccc(Cl)cc2)ccc1O	91
O=C1c2ccccc2C(=O)N1CCCn1c(=O)oc2ccccc21	85
Cc1ccc(CNC(=O)C2CCC(=O)N2C2CCCCC2)cc1 (stereo not given)	60
O=S(=O)(c1ccc(-n2cnnn2)cc1)N(C1CCCCC1)C1CCCCC1	85
Next section
SMILES	SK-BR-3 tox 24h
CC(C)c1ccc(NC(=O)C2CC(=O)N(C(C)C)C2)cc1 (stereo not given)	94
COc1cc(N=c2ssnc2Cl)cc(OC)c1	64
COc1cc(CNc2ccc(N3CCOCC3)c(C(=O)O)c2)ccc1OCC(N)=O	94
CCCC(=O)Nc1ccc(OCC(=O)OC)cc1	87
O=C(Cc1ccccc1)NC(NCCCN1CCOCC1)(C(F)(F)F)C(F)(F)F	95
O=C(NC1CCc2ccccc21)C1CCN(S(=O)(=O)c2ccc(-n3cnnn3)cc2)CC1 (stereo not given)	103
CCNC(=O)c1cc2c(=O)n3cccc(C)c3nc2n1C	79
O=C(Nc1ccc(N2CCN(c3ccc(O)cc3)CC2)cc1)Oc1ccccc1	102
CCN(CC)c1ccc(C2C(C(=O)OCCOC)=C(C)NC3=C2C(=O)CC(C)(C)C3)cc1 (stereo not given)	82
COc1cc(C)nc(N2CCCC(C(=O)Nc3cccc(Cl)c3C)C2)n1 (stereo not given)	91
O=c1c2ccccc2nc(-c2ccco2)n1/N=C/c1ccco1	75
COc1ccc2oc(-c3ccccc3)c(C(=O)N3CCOCC3)c2c1	104
O=C(Nc1ccncc1)C1(c2ccccc2)CCCC1	103
COc1cccc(N(CC(=O)Nc2cccc(F)c2)S(C)(=O)=O)c1	100
CCOC(=O)N1CCN(C(=O)C2CC(=O)N(c3ccc(OC)cc3)C2c2ccc(OC)cc2)CC1 (stereo not given)	81
COCCn1cc(C(=O)NCc2cccs2)c2c3ccccc3n(C)c2c1=O	77
CCC(C)(C)n1nnnc1C(c1ccc2ncccc2c1)N1CCN(c2nc3ccccc3s2)CC1 (stereo not given)	78
CCc1nnc(NC(=O)c2cccc(C(=O)Nc3nnc(CC)s3)n2)s1	42*
O=P(O)(CCc1ccncc1)CN1CCCCC1	117
COCCNC(=O)C(C)OC(=O)c1nsc(Cl)c1Cl (stereo not given)	102
COC(=O)c1sccc1NC(=O)c1ccco1	120
Cn1c(=O)c(=O)n(C)c2cc(S(=O)(=O)Nc3ccc4c(c3)OCCO4)ccc21	83
CCC(C#CCN1CCOCC1)(CC)OCCC#N	83
COc1ccc(-c2csc(N3CCC(C(N)=O)(N4CCCCC4)CC3)n2)cc1	84
c1cc(-c2noc(CCC3CCCC3)n2)ccn1	95
Later entries
SMILES	SK-BR-3 tox 24h
Clc1ccc(Cn2c(CN3CCCC3)nc3ccccc32)cc1	77
COc1ccc(C(=O)Nc2cccc(C(C)=O)c2)cc1S(=O)(=O)N1CCOCC1	77
CCc1c(C)n([O-])c2c([n+]1=O)CCC2	99
COc1ccc(Cl)cc1N1C(=O)C2CCCN2C1c1sccc1C (stereo not given)	86
Cc1ccc(S(=O)(=O)N2CCC(C(=O)N[C@@H](C)C(=O)NCc3ccccc3)CC2)cc1	83
CCCCn1ccnc1C(=O)c1ccc(S(=O)(=O)N(CCOC)CCOC)cc1	81
COc1ccc(C(O)C(CN2CCOCC2)c2ccccc2)cc1F (stereo not given)	90
COc1ccc(OC)c(NC(=O)C2CCN(c3ncccn3)CC2)c1	92
Cc1ccccc1C1=NC(c2ccc(F)cc2F)ON1 (stereo not given)	86
C=CCNC(=O)COc1ccc(Br)cc1Cl	89
O=C(c1cc2ccccc2oc1=O)N(Cc1ccco1)CC1CCCO1 (stereo not given)	109
COc1cccc(C(=O)Nc2ccc(-c3nc4ccccc4o3)c(O)c2)c1	101
O=C(CSCc1ccc(Cl)cc1)NCC1CCCO1 (stereo not given)	81
Nc1ccc(-c2nnc(-c3ccc(-c4ccccc4)cc3)o2)cc1	78
Cc1cc(C)cc(CC2CC(=O)N(c3ccc4c(c3)OCCO4)C2=O)c1 (stereo not given)	98
Cc1nc(CSc2nnc3scc(-c4ccc(Cl)cc4)n23)cs1	98
c1cncc(-c2nnc(C3CCCCC3)o2)c1	78
CCOC(=O)c1[nH]c(C)c(/C(O)=C2\C(=O)C(=O)N(CCN(C)C)C2c2cccc(OC)c2OC)c1C (stereo not given)	94
Clc1ccccc1-c1nnc2sc(-c3ccco3)nn12	92
CC(C)(Oc1ccc(Cl)cc1)C(=O)NCc1ccco1	75
O=S(=O)(c1ccccc1)c1nc(-c2ccccc2)oc1NCc1cccnc1	86
CC1(C)Cc2c(c(N3CCOCC3)nc3sc4c(=O)[nH]cnc4c23)CS1	80
CCC(=O)Nc1ccc(NC(=O)C23CC4CC(CC(C4)C2)C3)cn1	83
O=C(CC(c1ccccc1)c1cc(Br)ccc1O)NCCN1CCOCC1 (stereo not given)	84
N#Cc1cc2c(nc1SCC(=O)N1CCCCC1)CCCC2	94

Grouped by structure: the compounds so far containing a CF3 group
SMILES	SK-BR-3 tox 24h
CCSc1nnc(NC(=O)C(C(F)(F)F)C(F)(F)F)s1	104
O=C(Cc1ccccc1)NC(NCCCN1CCOCC1)(C(F)(F)F)C(F)(F)F	95

Next section:
SMILES	SK-BR-3 tox 24h
CCOC(=O)C1=C(C)Nc2nc(SC)nn2C1c1ccc(C(=O)OC)cc1 (stereo not given)	84
CCCOC(=O)c1ccc(NC(=O)C2C3C=CC(O3)C2C(=O)O)cc1 (stereo not given)	107
Cc1nc2nc3c(c(=O)n2[nH]1)CCC3	129
CN(C)c1cc[n+](Cc2ccccc2)cc1	86
Cc1nc2nc[nH]n2c(=O)c1NC(=O)CC12CC3CC(CC(C3)C1)C2	76
CC1Cc2nc(SCC(=O)Nc3ccc4c(c3)OCCO4)n(C)c(=O)c2S1 (stereo not given)	86
COC(=O)CSc1nnc(-c2ccc(OC)cc2OC)o1	95
Cc1cccc(OC(C)C(=O)N(Cc2cccs2)C2CCS(=O)(=O)C2)c1C (stereo not given)	91

Reformatted: four of the compounds above.
Cc1nc2nc3c(c(=O)n2[nH]1)CCC3
  SK-BR-3 tox 24h = 129
Cc1nc2nc[nH]n2c(=O)c1NC(=O)CC12CC3CC(CC(C3)C1)C2
  SK-BR-3 tox 24h = 76
CCOC(=O)C1=C(C)Nc2nc(SC)nn2C1c1ccc(C(=O)OC)cc1 (stereo not given)
  SK-BR-3 tox 24h = 84
CC1Cc2nc(SCC(=O)Nc3ccc4c(c3)OCCO4)n(C)c(=O)c2S1 (stereo not given)
  SK-BR-3 tox 24h = 86

A second format for two compounds above.
> COC(=O)CSc1nnc(-c2ccc(OC)cc2OC)o1
  SK-BR-3 tox 24h = 95
> CN(C)c1cc[n+](Cc2ccccc2)cc1
  SK-BR-3 tox 24h = 86

Some of the compounds tested. The share of hits here may be higher or lower than overall.
